Screening results deposited in PubChem BioAssay by National Center for Advancing Translational Sciences (NCATS).
PKM2 activator = increases activity of human pyruvate kinase M2; AID 1631; 0.34% of 260,000 active; Potency, µM (titrated, usually from 57.5 µM), without a hit: at the highest dose activation, actives largely listed as activators; purified PKM2, Kinase-Glo ATP luminescence, activation; response scale: 0% is enzyme alone, no compound; further: potency means the concentration at half of the fitted maximal effect; on the % scale 0 is the no-effect control and ±100 the full control effect; nearly all actives have a fitted effect of over 55% in size
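hPK-M2, >95% pure; 0.1 mM ADP / 0.5 mM PEP final; imidazole pH7.2 buffer w/ 7 mM MgCl2, 50 mM KCl; 1 h RT; Kinase-Glo lum. Intermediate enzyme activity for dual inhibitor/activator qHTS.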
TRPV1 agonist = human TRPV1 agonism | Q8NER1 | TRPV1-expressing cells, Fluo-8 calcium influx, agonist mode | 0.19% of 320,000 active | activation, % at 8.33 µM; in the data active means activation above about 80%; inconclusive means between about 30% and that limit; further: 0% is about no effect
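Cells expressing TRPV1 were dye-loaded with Fluo-8 and read kinetically: 10 s baseline, 3 min after compound (agonist portion), then 2 min after EC20 capsaicin (allosteric enhancer portion). Calcium-bound dye fluorescence at 480/520 nm.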
B2AR arrestin = beta2AR (human) beta-arrestin recruitment activity; P07550; beta-arrestin recruitment to beta2AR, cell-based reporter; Potency, µM (top dose mostly 46.1 µM), for inactives: at the top dose activation, usual class: activators; 0.02% of 330,000 active;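 further: potency means the concentration at half of the fitted maximal effect; 0% = DMSO controls and full agonism = EC100 isoproterenol or metaproterenol; nearly all actives have a fitted effect of over 65% in size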
GALK inh = blocks human galactokinase activity. P51570. Purified GALK, Kinase-Glo residual ATP luminescence. Potency, µM (doses to about 57.5 µM), for inactives: at the highest dose activity change, negative = inhibition, actives largely listed as inhibitors. 0.007% of 270,000 active. AID 1868; further: potency means the concentration at half of the fitted maximal effect; on the % scale 0 is the no-effect control and ±100 the full control effect
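5 nM enzyme, 35 uM ATP, 100 uM galactose, 20 mM HEPES pH8.0, 5 mM MgCl2; 1 h RT; residual ATP by Kinase-Glo Plus luminescence, qHTS format.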
USP2a block = USP2a (human) protease inhibition; AID 463254; USP2 core, Ub-CHOP2 coupled fluorogenic reporter, 485/531; 0.01% of 330,000 active; O75604; Potency, µM (highest dose often 38.3 µM), for the others: top-dose activity change, negative = inhibition, hits mostly inhibitors;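 further: potency means the concentration at half of the fitted maximal effect; plate controls were DMSO wells for no effect and full inhibition by NEM control for full effect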
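USP2 core (10nM final) preincubated 30min RT with compound in 20mM Tris-HCl pH 8.0, 2mM CaCl2, 2mM beta-mercaptoethanol, 0.05% CHAPS; 25nM Ub-CHOP2 plus 25nM reporter substrate added, fluorescence (Ex485/Em531) read after 60min.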
KCNH2 3.1 block = blocks the human KCNH2 3.1 channel isoform; U2OS KCNH2 3.1, thallium flux FluxOr; active compounds read low; activity change, % (tested at about 1.8 µM); 0.95% of 340,000 active; AID 720553;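 active means maximum activity change below -70%; inconclusive means maximum activity change from -70% to -50%; inactive means maximum activity change above -50%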;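 further: thallium influx rate constant from kinetic fluorescence after stimulation buffer; on the % scale 0 is the no-effect control and ±100 the full control effect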
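Thallium flux via FluxOr fluorescence (Red40 quencher, 45 min loading) in U2OS cells virally expressing the KCNH2 3.1 isoform (1.77 x 10^8 /mL virus, overnight at 37 C). Rate constants from 2-min kinetic reads post-stimulation, normalised to positive and negative controls.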
FBPA coupling cs = inhibits coupling enzyme system, counter-screen for aldolase hits; 0.67% of 290,000 active; AID 2472; activity change, negative = inhibition, % at 58.2 µM, hits read low; coupling enzyme system counterscreen, AmpLite Red fluorescence; in the data active means activity change below about -30%; further: on the % scale 0 is the no-effect control and ±100 the full control effect
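Counterscreen of the coupled detection system alone, without aldolase: glyceraldehyde-3-phosphate coupling enzymes plus AmpLite Red readout. Compounds at 57.5 uM final, 10 min RT preincubation, 20 min RT reaction, fluorescence 525/598 nm.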
Menin-MLL TR inh = inhibitors of human menin-MLL interaction, mutant MLL peptide | Potency, µM (doses to about 61.6 µM), for inactives: at the top dose FP activity change, negative = inhibition, hits mostly inhibitors | AID 1768 | Menin + Texas Red MLL mutant peptide, fluorescence polarization | 0.23% of 270,000 active | O00255; active means well fitted inhibition curve with a large enough effect in the polarisation, with a control signal flat, not every such curve was filed as active; inconclusive means small, poorly fitted or top-dose-only effect, or effect the other way, or a change in a side signal; inactive means no such curve, though single readings can be large or run the other way; the % refers to the polarisation; further: potency means the concentration at half of the fitted maximal effect; % of control where 0% means no effect; many of its hits are not listed in these tables
MLL CXXC-DNA inh = inhibitors of human MLL CXXC domain-DNA interaction; MLL-CXXC / FITC-HOXA9 DNA fluorescence polarization; 0.037% of 290,000 active; Potency, µM (doses to about 115 µM), without a hit: at the top dose activity change, negative = inhibition, actives largely listed as inhibitors; active means well fitted inhibition curve with a large enough effect in the polarisation, with a control signal flat, not every such curve was filed as active; inconclusive means small, poorly fitted or top-dose-only effect, or effect the other way, or a change in a side signal; inactive means no such curve, though single readings can be large or run the other way; the % refers to the polarisation; further: potency means the concentration at half of the fitted maximal effect
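Purified MLL-CXXC (added from a 7 uM solution) was preincubated 5 min at ambient with pinned compounds in 50 mM Tris-HCl pH 7.5, 50 mM NaCl, 1 mM DTT, 0.05% BSA. Fluorescein-labeled HOX-A9 DNA (50 nM solution) followed, 30 min, then polarization read.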
hERG WT inh = inhibitors of human wildtype KCNH2 potassium channel; Q12809; U2OS, BacMam KCNH2, thallium flux FluxOr; active compounds read low; activity change, % at 1.84 µM; 0.37% of 340,000 active; AID 720551;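 active means maximum activity change below -70%; inconclusive means maximum activity change between -70% and -50%; inactive means maximum activity change above -50%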; further: on the % scale 0 is the no-effect control and ±100 the full control effect
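U2OS cells transduced with wild-type KCNH2 virus are loaded with FluxOr dye for 45 min, and thallium flux is measured in kinetic reads before and after stimulation buffer. Rate constants are normalized to DMSO controls.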
Giardia kill = kills Giardia lamblia. Giardia lamblia trophozoite viability. activity change, % at 7.66 µM, hits read low. 0.15% of 340,000 active. AID 540267; in the data active means activity change below about -80%; inconclusive means between about -30% and that limit;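 further: parasites exposed to compound for two days anaerobically before the ATP read; on the % scale 0 is the no-effect control and ±100 the full control effect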
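Giardia lamblia trophozoites (100 cells/well) were incubated with compounds for 48 h at 37 deg C under anaerobic conditions. Viability was read as ATP content by one-step luminescence after 15-30 min at room temperature.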
The depositor's hits bear a star; u = inconclusive; x = no result given; & = joins results of further samples; [ ] = another dose, or the depositor's remark. Unless noted, the call rests on the fitted dose curve; in most records, active means well fitted curve in the direction sought with a large enough effect; inconclusive means small, poorly fitted or top-dose-only effect, or another doubt; inactive means no such curve, though single readings can be large; an effect the other way counts as inactive or inconclusive.

SMILES	PKM2 activator	TRPV1 agonist	B2AR arrestin	GALK inh	USP2a block	KCNH2 3.1 block	FBPA coupling cs	Menin-MLL TR inh	MLL CXXC-DNA inh	hERG WT inh	Giardia kill
O=C(O)c1c(Cl)c(Cl)c(Cl)c(Cl)c1C(=O)N1CCOCC1	1.0%	-0.4	0.0%	0.8%	0.7%	-14.3	12.4	-1.0%	-0.7%	-7.3	18.3
C[n+]1c2n(c3ccccc31)N=C(c1ccccc1)CS2	-21.6%&-37.9%	-1.0&-1.5	0.1%&0.5%	-1.5%&-3.1%	-4.7%&0.5%	-21.3&-4.9	7.3&-0.6	u	-4.4%&-1.4%	4.3&-25.5	-3.0&-6.1
CNC(=O)c1cc(C(=O)c2ccccc2C(F)(F)F)c[nH]1	15.1%	-0.3	-0.2%	5.3%	1.4%	-6.3	1.5	2.9%	10.0%	-2.9	18.1
CCC(=O)NC(c1ccc([N+](=O)[O-])cc1)c1c(O)ccc2ccccc12 (stereo not given)	-6.5%	1.2	1.7%	1.1%	1.5%	-7.7	-4.3	36.2%[activator]	2.1%	-2.5	-2.2
COC(=O)CNc1ccc2c(c1)OCO2	-0.3%	-1.9	-0.4%	1.1%	2.7%	2.3	-7.0	-18.4%	-4.5%	-0.1	20.2
Cc1ccc(S(C)(=O)=O)cc1C(=O)N1CC(C(N)=O)Oc2ccccc21 (stereo not given)	-0.7%	2.8	-0.3%	-1.1%	0.8%	-8.5	0.1	0.3%	-2.7%	2.4	-7.6
COC(=O)Nc1ccc2c(c1)N(C(=O)CCN1CCOCC1)c1ccccc1S2	1.6%	11.5	-0.1%	0.4%	0.5%	-1.5	1.7	-16.2%	-1.1%	-3.4	1.4
CCN(CC)C(=O)CN(c1cc2c(cc1OC)oc1ccccc12)S(=O)(=O)c1ccc(C)cc1	-2.6%	11.0	-0.1%	0.3%	-1.7%	-0.6	1.1	3.6%	13.6%	-1.8	-18.8
COc1ccc(C(=O)Nc2nncs2)cc1S(=O)(=O)N1CCOCC1	-1.9%	5.9	-1.0%	0.6%	2.2%	2.3	3.7	u	-21.3%	-5.6	-4.7
Nc1cc(=O)[nH]c(SCC(=O)Nc2cccnc2Cl)n1	x	-3.0	-0.1%	-0.9%	-3.5%	8.9	-5.2	4.5%	-3.8%	-2.0	5.2
CC(=O)OCn1nnc2ccccc2c1=O	-4.4%	-0.3	0.2%	-0.8%	0.2%	-8.0	-1.9	-24.2%	1.9%	-0.4	9.3
Cc1sc(NC(=O)c2c(F)cccc2F)nc1-c1ccccc1	-1.8%	11.5	0.3%	2.1%	-7.6%	-46.0	-0.4	52.1%[activator]	2.2%	6.1	-13.1
Cc1cc(NC(=O)c2ccc(Cl)cc2Cl)no1	1.9%	-1.2	-0.8%	-1.9%	-0.1%	4.6	-1.5	13.6%	3.2%	-6.5	-19.3
COC(=O)CSc1nsc(SCC(=O)OC)n1	7.5%	-0.6	-0.2%	0.7%	-0.3%	-6.1	1.9	-11.0%	2.7%	-18.7	-14.4
COc1cc(/C=N\NC(C)=O)ccc1OC/C=C/c1ccccc1	-0.4%	0.8	-0.8%	2.3%	-0.9%	-1.2	1.5	-19.5%	-8.4%	-8.3	-14.3
CC(=O)Nc1ccc(C(=O)OCC(=O)Nc2c(F)cccc2F)cc1	4.1%	x	-1.0%	-0.6%	5.6%	-6.6	2.5	x	1.7%	1.3	19.8
COc1ccc(S(=O)(=O)N2CCN=C2SCc2cccc(C)c2)cc1	8.8%	2.0	-1.0%	4.7%	1.0%	3.3	1.3	30.0%	u	-11.5	3.8
O=S(N1CCCCC1)C12CC3CC(CC(C3)C1)C2 (stereo not given)	-3.4%	2.3	0.4%	0.0%	-1.9%	2.1	-0.8	19.6%	12.9%	-0.6	1.9
Cc1cccc(C)c1NC(=O)CN(C)C(=O)c1ccc(NS(=O)(=O)c2ccc3[nH]c(=O)[nH]c3c2)cc1	x	-5.1	-0.1%	x	-0.5%	-26.3	x	x	x	-10.2	-14.1
CC1(C)Cc2c(cnn2-c2ccccc2)C(NC(=O)CCCn2cncn2)C1 (stereo not given)	1.2%	-4.6	3.8%	-7.3%	2.7%	x	x	x	4.3%	10.7	-11.1
Cc1cccc(-c2nc(CS(=O)CC(=O)NCc3cccs3)c(C)o2)c1 (stereo not given)	3.3%	26.3	0.2%	2.6%	1.0%	-15.4	2.9	-14.7%	-14.2%	-0.4	-16.9
CC1=CC2=NC(=O)/C(=C\c3ccc(-c4cccc(Cl)c4)o3)C(=N)N2O1	16.5%	10.1	-2.1%	1.8%	3.6%	-22.4	2.5	10.5%	15.3%	17.8	19.3
CCc1noc(C)c1C(=O)N1CCN(S(=O)(=O)c2cccc(C(F)(F)F)c2)CC1	x	-6.4	-0.5%	x	1.6%	-17.0	x	x	x	1.0	3.0
COc1ccccc1C(=O)NC(=O)COC(=O)CNC(=O)c1ccc(Cl)cc1Cl	x	-4.3	0.4%	x	-0.4%	5.4	x	x	x	11.8	-12.7
COc1ccc2ccc(O)c(CN3CCN(S(=O)(=O)c4cc([N+](=O)[O-])ccc4C)CC3)c2c1	x	-1.4	0.1%	x	-0.5%	5.5	x	x	x	6.2	25.3
CN(C)c1cccc2c(S(=O)(=O)NCc3ccc(S(N)(=O)=O)cc3)cccc12	-0.2%	1.4	-0.1%	1.8%	-0.3%	0.9	-12.9	x	-1.4%	-10.3	-10.4
CN(c1ccc(O)cc1)S(=O)(=O)c1ccc2ccccc2c1	-2.5%	3.1	-0.6%	6.0%	-2.5%	11.1	0.1	27.1%	3.7%	22.8	-20.2
CCn1c(CNC(=O)c2ccccc2Br)nnc1SCC(=O)NC1=NCCS1	x	2.3	-1.0%	-1.3%	1.7%	16.3	-3.5	x	-9.4%	7.4	2.2
CCN(CC(=O)NC1CCS(=O)(=O)C1)S(=O)(=O)c1c(C)c(C)cc(C)c1C (stereo not given)	x	3.8	0.3%	x	-0.8%	2.4	x	x	x	-3.6	1.9
COc1ccc(N(CC(=O)N2CCN(Cc3ccccc3)CC2)S(C)(=O)=O)cc1OC	-1.1%	1.5	0.4%	2.1%	-0.5%	32.9	3.4	12.0%	-9.3%	-12.1	10.8
Cn1c(=O)cc(SCC(=O)NCCCN2CCOCC2)c2ccc(Cl)cc21	-3.3%	0.5	-0.8%	2.1%	-0.2%	6.3	-0.7	-19.5%	-4.9%	0.9	1.2
CCn1cc(CCCC(=O)NCc2cccnc2)c2ccccc21	x	u	-0.5%	0.4%	4.5%	-3.8	-1.4	-1.7%	-8.5%	5.4	-1.6
CC(C)N(C(=O)CSc1nnc(Cc2csc(Nc3ccccc3)n2)o1)C(C)C	x	-3.4	-0.5%	3.5%	-11.3%	1.9	-3.1	22.0%	-1.7%	-3.4	-13.0
CC(=O)c1cc(Cc2csc(C(C)=O)c2)cs1	0.1%	3.6	0.2%	2.6%	3.1%	-0.4	1.7	-12.6%	-0.5%	10.4	0.4
O=C(CN1C(=O)NC2(CCCC2)C1=O)Nc1nc(-c2ccc(F)cc2)cs1	-3.1%	-1.9	-0.9%	1.6%	2.2%	-2.6	1.1	-1.1%	9.7%	-9.4	1.5
CCOC(=O)C1CCN(C(=O)C(C)Sc2nnc3ccccn23)CC1 (stereo not given)	x	x	-0.5%	x	0.4%	-6.8	x	x	x	1.0	-22.4
O=C(c1ccccc1)N(Cc1ccccc1)c1ccccn1	2.6%	-1.0	0.3%	0.2%	-0.7%	-3.6	-1.3	-2.9%	2.3%	9.4	-14.2
CSC1=C(C#N)C(=O)NC(c2ccccc2O)S1 (stereo not given)	-11.5%	-2.8	-0.2%	-14.5%	0.2%	1.0	1.2	x	12.6µM*	-0.3	1.2
O=C(CNC(=O)c1ccccc1F)OCCCOC(=O)CNC(=O)c1ccccc1F	x	-5.8	-0.6%	x	-0.5%	4.5	x	x	x	13.2	4.0
CS(=O)(=O)Nc1ccc(C2=NN(C(=O)c3ccco3)C(c3ccc(F)cc3)C2)cc1 (stereo not given)	12.6µM*	u	2.5%	-1.2%	-11.2%	x	-5.4	-5.6%	1.6%	-24.7	31.8[activator]
CCOc1cccc(NC(=O)C2CC(=O)N(C)C(=Nc3cccc(F)c3)S2)c1 (stereo not given)	-6.7%	u	0.5%	-0.3%	-10.4%	18.1	1.8	u	-14.3%	-13.5	1.7
COC(=O)c1ccc2c(=O)n(-c3ccccc3F)c(=S)[nH]c2c1	-0.7%	19.5	-0.3%	-1.5%	-7.3%	7.2	-1.6	21.1%	u	-8.4	-10.8
O=C(O)c1cc2n(n1)C(C(F)(F)F)CC(c1ccco1)N2 (stereo not given)	-4.4%	0.4	x	-1.3%	x	x	2.6	19.5%	-7.2%	23.5	-13.6

These rows are one share of the data, so the mix of outcomes need not match the whole.
